Diaphorase inh = counter-screen for diaphorase-based assays: diaphorase inhibitors and chemical oxidizers; diaphorase resazurin-to-resorufin fluorescence, NADH, 16 min; bacterial (C. kluyveri) enzyme, not human; inhibition, % at 20 µM; actives 0.69% (n = 190,000);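 active = primary screen inhibition at 20 µM above a set limit, cut at about 50% in these data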;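 also: plate controls were DMSO with full reaction for no effect and wells lacking NADH for full effect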
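Test system: diaphorase enzyme from Clostridium kluyveri; amount: diaphorase at 0.14 U/mL in enzyme working solution; detection: fluorescence of resorufin formed from resazurin, Ex 544/Em 590 nm; times: reaction incubation of 16 min at room temperature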
APP transl inh = APP translation inhibition | SH-SY5Y APP 5'UTR-luciferase reporter, luminescence | inhibition, % at 2 µM | actives 0.82% (n = 190,000) | AID 1285;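 active = inhibition above a set limit, derived from the sample mean plus 3 SD, cut at about 45% in these data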; also: values of inactives mirror those of a sister screen read the other way
STAT3 activator = increases IL-6 driven STAT3 reporter signal. activation (% of control), % at 5.6 µM. U3A cells, IL-6 STAT3-luciferase reporter, luminescence; 100% = signal with IL-6 EC80 alone. actives 0.91% (n = 190,000). AID 871;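 active = activation above the screen-wide mean of compound activation plus 3 SD, cut at about 130% in these data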;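 also: 0% = background luminescence of wells with medium and substrate only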
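Assay system – human STAT1-deficient U3A cells with stable STAT3-luciferase reporter · Also added – IL-6 (33 ng/mL) · Schedule – compound 1 h, then IL-6 6 h at 37 °C · Technique – reporter luminescence signal · Evaluation – % activation versus median of IL-6-stimulated wells · Benchmarks – IL-6-only wells as 100% reference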
G6PDH counter = L. mesenteroides G6PDH inhibition counter-screen; actives 0.12% (n = 200,000); Purified L. mesenteroides G6PDH, diaphorase/resazurin coupled fluorescence, 45 min; inhibition, % at 5 µM; in the data active = inhibition above about 50%
STAT1 blocker = reduces IFN-gamma driven STAT1 reporter signal; AID 920; inhibition, % at 5.5 µM; NIH 3T3 STAT1-luciferase reporter, luminescence; actives 0.35% (n = 200,000);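 active = inhibition above a set limit, the mean inhibition across all tested compounds plus 3 SD, cut at about 34% in these data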;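 also: 0% = IFN-gamma with DMSO and 100% = IFN-gamma with 300 µM nifuroxazide; values of inactives mirror those of a sister screen read the other way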
Diaph act CS = counter-screen for diaphorase-based assays: diaphorase activators and chemical reducers; activation factor at 20 µM; Diaphorase/resazurin coupled assay, resorufin fluorescence, 16 min; stronger effect = higher value; 1 = vehicle wells, 0 = NADH-free wells; actives 0.005% (n = 190,000); AID 1229;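 active = diaphorase activity raised at least twofold by the compound at 20 µM; inactive = activation factor below 2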
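Material: purified diaphorase enzyme from Clostridium kluyveri / Medium: HEPES pH 7.4 buffer with MgCl2 and Tween 20 / Schedule: enzyme reaction of 16 min at room temperature / Measured by: resorufin fluorescence, excitation 544 nm, emission 590 nm / Evaluation: rise in resorufin formation, marking diaphorase activation or chemical reduction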
Hsp70 act = transcriptional activators of Hsp70; HeLa Hsp70 promoter luciferase reporter, luminescence; scaled: vehicle 0, proteasome-inhibitor control 100%; activation, % at 10 µM; actives 0.04% (n = 200,000); AID 1203;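 active = activation above the mean across all tested compounds plus 3 SD, cutoff set per campaign, cut at about 5.5% in these data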;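 also: 100% = MG132 at 30 µM as the positive control and 0% = DMSO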
STAT3 inh = inhibitors of IL-6 induced STAT3 signaling; U3A cells, IL-6 STAT3-luciferase reporter, luminescence; host cell line lacks STAT1; inhibition, % at 5.5 µM; actives 0.89% (n = 190,000);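 active = inhibition above the mean inhibition across all screened compounds plus 3 SD, cut at about 44% in these data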;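 also: 0% = DMSO only wells and 100% = 100 µM nifuroxazide control wells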
STAT1 activator = increases IFN-gamma driven STAT1 reporter signal. AID 932. activation (% of control), % at 5.5 µM. actives 2.6% (n = 200,000). NIH 3T3 STAT1-luciferase reporter, luminescence; 100% = IFN-gamma alone, no compound;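 active = activation above the screen-wide mean activation plus 3 SD, cut at about 130% in these data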;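 also: raw ratio to IFN-gamma control signal so 100% means no change and 0% no light; values of inactives mirror those of a sister screen read the other way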
TLR4-MyD88 BLA = TLR4-MyD88 interaction inhibition in cells. HeLa CL3-4 TLR4/MyD88 BLA complementation, FRET ratio. actives 0.18% (n = 200,000). O00206+Q99836. inhibition, % at 8.4 µM; in the data active = inhibition above about 25%;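 also: 0% = vehicle and 100% = reference inhibitor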
Target sequence (O00206 whole entry, looked up): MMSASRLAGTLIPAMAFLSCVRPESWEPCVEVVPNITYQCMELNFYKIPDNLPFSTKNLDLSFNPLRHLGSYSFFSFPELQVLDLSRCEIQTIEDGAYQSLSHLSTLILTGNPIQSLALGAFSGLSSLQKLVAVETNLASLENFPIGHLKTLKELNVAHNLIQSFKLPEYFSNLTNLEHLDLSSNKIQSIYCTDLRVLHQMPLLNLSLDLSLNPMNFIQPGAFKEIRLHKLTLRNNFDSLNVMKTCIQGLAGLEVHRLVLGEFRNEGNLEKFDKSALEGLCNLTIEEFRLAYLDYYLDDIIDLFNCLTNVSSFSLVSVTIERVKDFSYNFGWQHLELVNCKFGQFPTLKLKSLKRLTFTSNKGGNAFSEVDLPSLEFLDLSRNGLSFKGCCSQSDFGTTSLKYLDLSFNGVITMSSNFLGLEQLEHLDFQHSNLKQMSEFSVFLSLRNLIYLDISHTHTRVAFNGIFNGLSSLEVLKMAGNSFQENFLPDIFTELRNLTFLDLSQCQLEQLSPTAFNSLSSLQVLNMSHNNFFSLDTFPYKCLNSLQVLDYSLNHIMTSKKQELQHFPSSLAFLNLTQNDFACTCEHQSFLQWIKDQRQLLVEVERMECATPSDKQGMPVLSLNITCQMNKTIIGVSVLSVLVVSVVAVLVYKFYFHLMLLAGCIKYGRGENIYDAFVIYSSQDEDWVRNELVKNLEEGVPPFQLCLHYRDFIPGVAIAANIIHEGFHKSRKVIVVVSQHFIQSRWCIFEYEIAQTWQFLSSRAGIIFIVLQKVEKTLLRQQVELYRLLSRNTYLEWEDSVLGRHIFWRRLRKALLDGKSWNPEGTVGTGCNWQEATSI
Target sequence (Q99836 whole entry, looked up): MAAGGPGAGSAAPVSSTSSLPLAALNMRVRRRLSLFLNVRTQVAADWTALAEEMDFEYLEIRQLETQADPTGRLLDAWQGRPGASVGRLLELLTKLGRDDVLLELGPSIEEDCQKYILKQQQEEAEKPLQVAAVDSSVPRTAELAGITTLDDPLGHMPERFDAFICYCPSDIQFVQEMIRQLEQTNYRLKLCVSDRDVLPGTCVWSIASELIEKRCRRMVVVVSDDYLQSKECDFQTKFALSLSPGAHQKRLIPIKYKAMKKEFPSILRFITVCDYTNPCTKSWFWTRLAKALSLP
Starred values were filed as active, the others as inactive; / = no result given. Compounds as they come; 6.1% or so of the library scored in one or more.

SMILES	Diaphorase inh	APP transl inh	STAT3 activator	G6PDH counter	STAT1 blocker	Diaph act CS	Hsp70 act	STAT3 inh	STAT1 activator	TLR4-MyD88 BLA
COc1ccc(NC(=S)N(CCc2c(C)[nH]c3ccccc23)Cc2cccnc2)cc1	2	-2	107	8	-5	1	0.1	-8	104	6
CC(=O)Nc1ccc(NS(=O)(=O)c2ccc(Cl)s2)cc1	13	0	96	13	3	0.9	0.3	11	97	-1
C=CCNC(=O)c1c2c(nc3ccccc13)-c1ccccc1CC2	11	5	93	4	1	0.9	-0.3	14	99	8
Cc1ccc(C)c(S(=O)(=O)N2CCN(CC(=O)Nc3cc(C)on3)CC2)c1	6	-14	95	2	2	0.9	-0.3	10	98	-2
Cc1ccccc1NC(=O)c1ccccc1NS(=O)(=O)c1cccc2cccnc12	7	/	103	4	-2	0.9	0.1	3	102	7
Cc1ccc(-c2cc(C(=O)Nc3cc(C)on3)c3ccccc3n2)cc1	0	2	95	-4	11	1	-0.2	5	91	11
CCOC(=O)Cc1csc(NC(=O)CSc2nc(N)c3c(C)c(C)sc3n2)n1	25	9	86	6	3	0.7	-0.5	22	97	-10
Cn1c(=O)c2c(O)cc(=O)n(-c3ccccc3)c2n(C)c1=O	8	-3	99	8	0	0.9	0.3	2	100	-11
Cc1ccc(NC(=O)c2cc(-c3ccccc3)nn2-c2ccccc2)c(Br)c1	13	-16	101	0	-4	0.9	-0.5	-4	104	2
CCn1nc(C)c(CN2CCCC(CO)(Cc3ccccc3)C2)c1C (centres undefined)	24	-13	105	2	7	0.8	0.5	7	93	-4
Cc1nn(-c2ccccc2)c2sc(C(=O)OCc3nnc(-c4ccccc4)o3)cc12	9	17	107	1	3	0.9	-0.4	-7	96	1
CC(=O)Nc1cc(C(=O)N2CCN(C)CC2)ccc1Sc1ccc(C)cc1	7	-1	98	6	-2	0.9	-0.3	9	102	6
Cc1cc(C)c2cc(C(c3nnnn3C3CCCC3)N3CCOCC3)c(=O)[nH]c2c1 (centres undefined)	7	6	102	5	-2	0.9	0.0	4	100	-6
O=C(CCCSc1nc2ccccc2[nH]1)NC(c1ccccc1)c1ccccc1	14	-1	101	-8	4	0.9	-0.3	0	96	-5
Cn1c(=O)c2c(nc(N3CCN(c4ccccn4)CC3)n2Cc2ccc(Cl)cc2Cl)n(C)c1=O	13	1	102	0	-3	0.9	-0.3	2	103	-25
CC(C)(C)NC(=O)c1cc(NC(=O)c2ccco2)cc(NC(=O)c2ccco2)c1	10	-2	103	6	-3	0.9	-0.3	2	103	-12
Cc1ccc(-n2c(=O)c3sccc3n(CC(=O)NCc3ccco3)c2=O)cc1	8	14	104	-11	-1	0.9	0.3	2	100	5
CC1(C)CC(=O)c2cc(O)ccc2O1	6	-10	97	4	-6	0.9	-0.2	7	105	5
COc1cccc2cc(S(=O)(=O)c3ccccc3)c(=Nc3ccc4c(c3)OCCO4)oc12	10	4	100	-3	-7	0.9	-0.4	2	106	-11
COc1ccc(OCC(O)CNC(=O)/C=C/c2cccc([N+](=O)[O-])c2)cc1 (centres undefined)	5	-17	98	4	4	1	-0.2	6	94	6
O=C(Nn1cc(C(=O)N2CCN(c3ccccc3F)CC2)c2ccccc2c1=O)c1cnccn1	21	21	105	10	5	0.8	-0.2	-4	95	-6
Clc1ccc(-c2noc(CCCOc3ccccc3)n2)cc1	10	7	108	4	-1	0.9	-0.2	-7	101	-5
CCOC(=O)/C=c1\s/c(=C\c2c(OC)ccc3ccccc23)c(=O)n1CC(=O)NCC1CCCO1 (centres undefined)	18	0	94	2	-6	0.8	-0.2	12	106	12
Cc1cccc(Nc2c([N+](=O)[O-])cc(C(=O)N3CC(=O)Nc4ccccc43)cc2[N+](=O)[O-])c1	26	-26	101	-2	-2	0.7	0.1	2	100	-19
CN=C1S/C(=C\c2ccc(N3CCOCC3)cc2C)C(=O)N1C	4	-10	101	9	-1	1	-0.2	-4	101	-9
(cont.)
SMILES	Diaphorase inh	APP transl inh	STAT3 activator	G6PDH counter	STAT1 blocker	Diaph act CS	Hsp70 act	STAT3 inh	STAT1 activator	TLR4-MyD88 BLA
CCOC(=O)C1CCN(C(=O)Cn2cc(C#N)c3ccccc32)CC1	11	-9	103	-5	6	0.9	-0.3	-1	95	-8
COC(=O)CSc1nc(NC(C)C)nc(N(C)C)n1	-9	-27	99	3	0	1.1	-0.3	5	99	3
CCn1c(SCC(=O)c2ccc(OC)cc2)nnc1C1CC1	11	-12	99	4	-7	0.9	-0.5	5	106	-3
CCC(C)n1c(=S)[nH]c2c(sc3ccc([N+](=O)[O-])cc32)c1=O (centres undefined)	62*	2	82	-8	7	0.4	-0.1	23	94	2
CCCn1c(SCC(=O)NCc2ccc(OC)cc2)n[nH]c1=O	19	3	101	2	-4	0.8	-0.2	8	104	-12
COCCn1c(NCc2ccco2)nc2c1c(=O)[nH]c(=O)n2C	-6	-10	95	7	2	1.1	-0.6	11	98	8
Cc1cc2c(ccc3[nH]onc32)n1	15	11	93	14	8	0.8	-0.2	10	92	-9
O=c1c2c3c(sc2nc(NCCO)n1Cc1ccco1)CCCCC3	20	-3	98	-6	-23	0.8	0.0	4	121	-5
c1ccc2c(c1)CCCN2Cc1nnnn1CC1CCCO1 (centres undefined)	13	3	123	8	2	0.9	-0.3	-22	98	2
Cc1ccc(N(C(=O)CCC(=O)Nc2cc(C)on2)C(C(=O)NC2CCCC2)c2ccncc2)cc1 (centres undefined)	16	7	103	4	3	0.8	-0.2	3	98	-1
Cc1nn(Cc2c(Cl)cccc2Cl)c(C)c1NC(=O)/C=C/c1cnn(C)c1C	8	4	93	7	6	0.9	0.4	16	95	11
COc1ccc(C2CC3(CC(C)(C)NC(=S)N3)Oc3cc(O)cc(C)c32)cc1 (centres undefined)	14	-10	363*	7	-6	0.9	-0.1	-330	105	4
CCN1CNC(=S)N(C(C)c2ccccc2)C1 (centres undefined)	14	-14	97	-4	-9	0.9	0.1	5	108	2
O=C1Nc2ccccc2C1(c1ccccc1)c1ccccc1	25	-14	107	-1	1	0.8	1.0	2	99	-4
CCOC(=O)C1C(=O)NC(N2CCc3ccccc32)=NC1c1ccccc1 (centres undefined)	-8	-23	102	9	2	1.1	-0.3	1	100	5
COc1ccc(C2CC(=O)n3c(nc4ccccc43)S2)cc1OC (centres undefined)	6	-2	90	-3	4	0.9	0.1	16	96	-5
Cc1cccc2nc(CSc3nc4ccccc4o3)cn12	11	-24	94	1	-16	0.9	-0.1	9	114	14
O=C(COC(=O)[C@@H]1CCCN1C(=O)c1cccs1)NCCc1ccccc1	0	-3	99	1	-3	1	0.2	9	103	5
CCOC(=O)C1=C(c2ccccc2)OC(N)=C(C#N)C1C1CCCCC1 (centres undefined)	32	13	100	12	5	0.7	0.6	6	95	8
Oc1ccc(Nc2nc(-c3ccc4ccccc4c3)cs2)cc1	10	2	95	2	-9	0.9	1.2	8	109	3
CCOC(=O)C1(Cc2ccccc2)CCN(Cc2cn(CC(=O)OC)c3ccccc23)CC1	13	-7	113	3	-5	0.9	-0.1	-9	103	2
CCOC(=O)NC(=O)C(=CNc1ccccc1OC)C(=O)NC(=O)OCC	10	6	108	10	1	0.9	0.1	-11	99	4
COc1ccc(CCN=C(N)NS(=O)(=O)c2cccs2)cc1	-9	2	102	11	4	1.1	-0.2	3	97	0
Cc1ccc(C(=O)Nc2ccon2)cc1S(=O)(=O)N1CCCC1	-1	11	99	14	-3	1	0.3	2	103	0
Cc1ccc(CC2CC(=O)N(c3cc(C)on3)C2=O)cc1 (centres undefined)	18	/	100	1	2	0.8	-0.2	9	98	-13

Reprinted at random: three compounds from above.
SMILES	Diaphorase inh	APP transl inh	STAT3 activator	G6PDH counter	STAT1 blocker	Diaph act CS	Hsp70 act	STAT3 inh	STAT1 activator	TLR4-MyD88 BLA
COC(=O)CSc1nc(NC(C)C)nc(N(C)C)n1	-9	-27	99	3	0	1.1	-0.3	5	99	3
CCOC(=O)C1=C(c2ccccc2)OC(N)=C(C#N)C1C1CCCCC1 (centres undefined)	32	13	100	12	5	0.7	0.6	6	95	8
c1ccc2c(c1)CCCN2Cc1nnnn1CC1CCCO1 (centres undefined)	13	3	123	8	2	0.9	-0.3	-22	98	2

Further results
SMILES	Diaphorase inh	APP transl inh	STAT3 activator	G6PDH counter	STAT1 blocker	Diaph act CS	Hsp70 act	STAT3 inh	STAT1 activator	TLR4-MyD88 BLA
C/C(=N\Nc1ccc(C(=O)O)cc1)c1nc2ccccc2n1C	12	-55	108	4	-9	0.9	0.1	-7	108	2
Cc1cc(=O)n(-c2ccc(C(=O)O)cc2)[nH]1	19	8	107	8	-6	0.8	-0.1	-4	104	1
N/C(=N\OC(=O)Cc1ccc(-c2ccccc2)cc1)c1ccncc1	9	-12	94	-3	-3	0.9	-0.3	10	102	1
O=C(c1ccco1)N1CCN(Cc2ccccc2C(F)(F)F)CC1	/	-9	97	/	-7	/	-0.1	9	106	-10
Cn1c(=O)c2ncn(CC(=O)N=Nc3c(O)[nH]c4ccccc34)c2n(C)c1=O	-12	19	110	4	-2	1.1	-0.3	-7	102	3
c1cncc(-c2nc3ccccn3c2Nc2ccc3c(c2)OCCO3)c1	28	-10	100	5	-4	0.7	-0.3	8	104	8
c1nc(N2CCCCC2)c2[nH]cnc2n1	5	-24	98	-11	-10	0.9	-0.1	3	110	8
CCN1CCN(CCCNC(=O)c2ccc(/C=C3/Sc4ccccc4N(Cc4ccccc4F)C3=O)cc2)CC1	-62	12	96	0	-4	1.6	-0.1	11	102	4
COC(=O)c1sccc1NC(=O)c1ccc(OC)c([N+](=O)[O-])c1	-2	-12	92	-1	1	1	-0.3	14	97	16
S=C(Nc1ccc(Cl)cc1)N(CCCN1CCOCC1)Cc1cccs1	10	10	95	-2	-1	0.9	-0.3	8	99	-14
CC1CC(C)CN(c2ccc([N+](=O)[O-])cc2-c2nn[nH]n2)C1 (centres undefined)	27	-11	109	-5	4	0.7	-0.2	-8	97	-17
Cc1ccc(OCC(=O)Nc2ccc(O)c(-c3nc4ccccc4o3)c2)cc1	5	-14	96	1	1	0.9	-0.2	13	99	-2
CCC(C)(C)NC(=O)C(c1ccc(F)cc1)N(Cc1ccco1)C(=O)CCC(=O)Nc1ccccn1 (centres undefined)	10	-5	107	7	1	0.9	-0.2	-1	100	1
CC1CCN(S(=O)(=O)c2ccc(F)c(C(=O)O)c2)CC1	8	0	101	2	-1	0.9	-0.3	2	100	-16
O=C(O)c1ccc(N2CCCCS2(=O)=O)cc1	8	17	103	0	6	0.9	-0.3	2	94	-15
CCN(CC)CCNC(=O)c1cc(S(C)(=O)=O)ccc1OC	-12	0	101	14	2	1.1	-0.1	2	98	-7
O=C(COC(=O)C12CC3CC(CC(C3)C1)C2)NCCc1ccccc1	12	-11	100	4	0	0.9	-0.2	0	100	-11

High-throughput results deposited in PubChem BioAssay by several laboratories.
